Bioassay records: PubChem, several laboratories
NPY-Y1 antag – NPY-Y1 (human) receptor antagonism | inhibition, % at 3.6 µM | actives 1% (n = 200,000) | AID 1040 | HEK293-CNG Y1 cells, membrane potential fluorescence; NPY at EC95, then isoproterenol;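 active = inhibition above the campaign mean inhibition of all tested compounds plus 3 SD, cut at about 20% in these data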;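 also: 0% = DMSO wells given NPY plus isoproterenol and 100% = isoproterenol alone without NPY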
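Test system – HEK293 Y1/CNG channel cell line · Also added – NPY agonist 25 nM, then isoproterenol 1 µM plus Ro 20-1724 25 µM · Compound dosing – one concentration, 3.6 µM, in 0.4% DMSO · Schedule – compound incubation 1 h at room temperature, readout 45 min post-stimulation · Technique – fluorescence, membrane potential probe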
S1P4 antagonist – antagonists of human S1P4 receptor. O95977. S1P4-expressing cells, antagonist mode, reporter read-out. inhibition, % at 4.98 µM. actives 0.26% (n = 220,000); in the data active = inhibition above about 29%;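 also: 0% = wells stimulated with agonist and 100% = vehicle wells without agonist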
S1P4 agonist – agonists of human S1P4 receptor; O95977; activation, % at 4.98 µM; actives 0.35% (n = 220,000); S1P4-expressing cell line, agonist reporter assay; in the data active = activation above about 11%;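 also: 0% = DMSO vehicle and 100% = reference agonist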
eIF4E 4G PPI – blocks eIF4E binding to eIF4G | actives 0.37% (n = 220,000) | P63073+Q04637 | inhibition, % at 21.7 µM | AID 782 | TR-FRET eIF4E-eIF4GI(517-606) binding, 2 h;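 active = inhibition above about 30%, limit read from the data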;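 also: 0% = full FRET control wells and 100% = background wells lacking eIF4GI fragment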
Target sequence (P63073 whole entry, looked up, the tested form may be a part): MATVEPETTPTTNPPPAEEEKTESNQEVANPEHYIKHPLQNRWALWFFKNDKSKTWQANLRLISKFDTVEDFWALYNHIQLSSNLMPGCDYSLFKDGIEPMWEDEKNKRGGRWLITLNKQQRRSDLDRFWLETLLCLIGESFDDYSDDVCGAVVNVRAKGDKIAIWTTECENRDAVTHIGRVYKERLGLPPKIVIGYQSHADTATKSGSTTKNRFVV
Target sequence (Q04637 whole entry, looked up, the tested form may be a part): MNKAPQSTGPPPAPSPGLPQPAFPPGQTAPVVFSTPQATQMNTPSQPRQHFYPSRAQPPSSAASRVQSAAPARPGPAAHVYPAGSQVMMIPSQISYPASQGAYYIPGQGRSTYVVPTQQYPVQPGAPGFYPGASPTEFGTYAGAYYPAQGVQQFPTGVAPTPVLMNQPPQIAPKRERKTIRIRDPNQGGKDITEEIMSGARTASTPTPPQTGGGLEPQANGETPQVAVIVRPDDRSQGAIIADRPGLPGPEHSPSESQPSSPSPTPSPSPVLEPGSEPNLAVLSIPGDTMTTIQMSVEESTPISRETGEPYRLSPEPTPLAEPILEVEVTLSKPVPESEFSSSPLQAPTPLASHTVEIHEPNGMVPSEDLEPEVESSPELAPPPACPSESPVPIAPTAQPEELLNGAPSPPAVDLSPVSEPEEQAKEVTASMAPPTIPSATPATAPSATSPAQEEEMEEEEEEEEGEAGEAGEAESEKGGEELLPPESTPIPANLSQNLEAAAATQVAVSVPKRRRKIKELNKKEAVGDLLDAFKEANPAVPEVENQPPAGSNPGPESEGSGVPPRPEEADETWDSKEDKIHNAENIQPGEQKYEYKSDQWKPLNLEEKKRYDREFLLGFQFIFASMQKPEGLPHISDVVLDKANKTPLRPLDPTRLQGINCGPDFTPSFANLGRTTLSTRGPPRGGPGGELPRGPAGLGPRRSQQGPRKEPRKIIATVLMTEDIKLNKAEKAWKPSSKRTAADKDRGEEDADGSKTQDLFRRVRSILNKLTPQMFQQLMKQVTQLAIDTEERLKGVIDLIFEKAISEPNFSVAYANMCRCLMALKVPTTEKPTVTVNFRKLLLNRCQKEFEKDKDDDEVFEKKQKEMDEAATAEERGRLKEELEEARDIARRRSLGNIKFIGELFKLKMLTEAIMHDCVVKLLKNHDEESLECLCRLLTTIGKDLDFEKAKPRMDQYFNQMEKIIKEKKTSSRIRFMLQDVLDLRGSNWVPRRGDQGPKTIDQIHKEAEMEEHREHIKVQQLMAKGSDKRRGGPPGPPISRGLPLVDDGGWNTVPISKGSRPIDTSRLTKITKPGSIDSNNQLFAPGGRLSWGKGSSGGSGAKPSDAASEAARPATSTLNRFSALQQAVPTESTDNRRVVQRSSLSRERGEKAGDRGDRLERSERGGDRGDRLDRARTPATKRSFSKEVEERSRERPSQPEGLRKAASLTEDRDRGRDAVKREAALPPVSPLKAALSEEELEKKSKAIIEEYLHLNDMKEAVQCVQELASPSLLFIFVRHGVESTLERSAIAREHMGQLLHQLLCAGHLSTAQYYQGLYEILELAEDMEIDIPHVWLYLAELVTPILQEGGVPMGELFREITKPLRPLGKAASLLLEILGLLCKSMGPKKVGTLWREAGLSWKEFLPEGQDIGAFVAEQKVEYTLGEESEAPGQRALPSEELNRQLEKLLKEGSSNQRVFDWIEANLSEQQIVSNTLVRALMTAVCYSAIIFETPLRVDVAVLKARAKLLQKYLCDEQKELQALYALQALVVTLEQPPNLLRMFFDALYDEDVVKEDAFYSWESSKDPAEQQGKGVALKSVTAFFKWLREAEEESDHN
EP2 modulator – modulates human prostaglandin E2 receptor EP2 signaling. EP2-expressing cells, cAMP HTRF FRET, PGE2 co-stimulation. P43116. induction, % at 25 µM. AID 940. actives 0.83% (n = 260,000);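 active = compounds whose cAMP rise, as percent of the full-agonist control response, exceeds 60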;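 also: rat C6 glioma line stably carrying human EP2 under a CMV promoter; the protocol text gives 20 µM as final concentration; 100% = response of wells given 1 µM PGE2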
PGE2 EP2 inh – blocks the human prostaglandin E2 receptor EP2; P43116; C6 glioma cells expressing human EP2, cAMP TR-FRET; cells stimulated with saturating PGE2; inhibition, % at 25 µM; actives 0.52% (n = 260,000); AID 1422;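 active = percent inhibition above 40 after rounding to a whole number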;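 also: rat C6 glioma host cells with rolipram phosphodiesterase inhibitor present; the protocol text gives 20 µM as final concentration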
NPY-Y2 PAM-ag – potentiates or activates human NPY-Y2 receptor; cells expressing NPY-Y2, potentiator/agonist read-out; actives 0.45% (n = 220,000); P49146; AID 1359; activation, % at 3.6 µM; in the data active = activation above about 27%;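 also: cells stimulated with NPY near EC25 plus isoproterenol at EC100; 0% = vehicle plus submaximal agonist and 100% = vehicle plus saturating agonist; some results beyond the cut were filed as inactive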
NPY-Y1 PAM-ag – potentiators or agonists of human neuropeptide Y receptor Y1; activation, % at 3.6 µM; NPY-Y1 expressing cells, potentiator/agonist activation; P25929; actives 0.37% (n = 220,000); in the data active = activation above about 33%, passing the limit was not always enough;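 also: cells stimulated with NPY at EC10 then isoproterenol at EC100; 0% = low agonist plus stimulus and 100% = saturating agonist plus stimulus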
p97 inhibitor – human p97 ATPase inhibition; P55072; recombinant p97 ATPase, Kinase-Glo ATP luminescence, 3 h; inhibition, % at 8 µM; actives 0.42% (n = 220,000); AID 1481; in the data active = inhibition above about 15%;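 also: 0% = DMSO vehicle and 100% = wells lacking enzyme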
An asterisk follows results filed as active; · = no result given; & = joins results of further samples; [ ] = dose if it differs, or a comment.

mol	NPY-Y1 antag	S1P4 antagonist	S1P4 agonist	eIF4E 4G PPI	EP2 modulator	PGE2 EP2 inh	NPY-Y2 PAM-ag	NPY-Y1 PAM-ag	p97 inhibitor
Cc1cc(NC(=O)CSCCO)no1	-2	2	-2.1	-2	28	5	-16	12	5
COc1cc(NC(=O)c2ccc(CNc3c(N4CCOCC4)c(=O)c3=O)cc2)cc(OC)c1	-4	-17	0.7	5	-2	12	-7	-17	-3
COc1ccc(C(=O)N=C2CCC(C#N)=C3c4cc(OC)c(OC)cc4CCN23)cc1	-5	-15	1.1	0[fluorescence artefact?]	-2	7	-13	-22	6
Cc1ccc(N2C(=O)[C@@H]3[C@H](C2=O)[C@H]2C=CC=NN2[C@@H]3C(=O)Nc2ccc(Cl)cc2)cc1	6	-3	-1.6	-1	-7	12	-2	-14	2
Cc1ccc(C(=O)Nc2ccc(Br)cc2)cc1S(=O)(=O)Nc1ccccn1	-2	-12	1.3	3	4	6	15	13	4
COc1cccc2c1C(=O)c1ccc3ccccc3c1C2=O	5	-20	0.3	-80	-13	7	13	30	2
COCCNC(=O)CN(c1ccc(OC)c(OC)c1)S(=O)(=O)c1ccc(C)cc1	-10	4	-0.9	7	3	7	0	5	3
COC(=O)C1CCN(C(=O)c2ccc(Cl)c(S(=O)(=O)NCc3cccnc3)c2)CC1	-5	9	0.1	-2	27	4	2	2	6
CNC(=O)N(C1=NCCCCC1)c1ccc(Br)cc1	-2	-9	3.3	-5	25	4	-7	-11	2
CCOC(=O)C1(CCc2ccccc2)CCN(Cc2ccc(O)cc2)CC1	9	-6	-0.9	0	-21	5	-10	-14	0
COc1ccc(CCNC(=O)CSc2nnc(-c3ccc(F)cc3)o2)cc1OC	-7	-1	2.4	-2	-24	5	-9	-6	-1
Clc1ccc(COc2ccccc2-c2ccnc3ncnn23)cc1	8	-18	6.4	5	-40	3	6	-11	0
Cc1ccc(CCn2c3c(c4ccccc42)CN(C)CC3)cn1	5	-3	-0.9	-5	4	-5	6	-2	4
CCn1nnc(NC(=O)C(C)(c2ccccc2)c2ccccc2)n1	-5	-7	0.9	0	27	10	-18	4	1
CCN(CC)C(=O)CSc1nc(O)c(Cc2ccccc2)c(=O)n1-c1ccc(C)cc1	·	3	-0.6	-4	-13	13	-17	-2	6
O=S1(=O)N=C(N2CCN(c3ccc(F)cc3)CC2)c2ccccc21	9	2	-0.1	-4	-8	8	-25	-13	-6
NNC(=O)c1ccc2nc(-c3ccc(Br)cc3)cn2c1	4	4	1.2	-4	21	6	8	0	4
CC(CCc1ccccc1)NC(=O)Cc1ccccc1 (stereo unspecified)	-2	-34	-0.2	1	-4	2	0	-7	0
COc1ccc(OCC(=O)N/N=C/C=C/c2ccccc2)cc1	23*	-14	0.5	5	-36	7	-16	-15	-5
Cc1cc(C)n(-c2ncccc2[N+](=O)[O-])n1	·	15	-0.3	1	-6	5	-11	12	8
Cc1cc(SCC(=O)N/N=C/c2ccc(O)cc2O)c(C)cc1Br	-6	4	2.1	9[fluorescence artefact?]	-17	15	16	-4	4
Cc1ccc(S(=O)(=O)N(C)c2ccc(OCC(=O)NCc3ccco3)cc2)cc1	0	-13	-3.0	-1	-17	4	2	17	-1
CC1Cc2nc(SCC(=O)NC3CCCCC3)n(C)c(=O)c2S1 (stereo unspecified)	8	-10	1.9	-17	12	98*	2	-21	-2
CCCCc1ccc(NC(=O)CN2NS(=O)(=O)c3ccccc3C2=O)cc1	4	-4	-4.5	8[fluorescence artefact?]	-24	4	1	-4	-1
CCOC(=O)C(=O)NNc1ccc(F)cc1	·	-7	-1.5	31*	-3	6	-7	10	7
c1ccc(CSc2nnc(Cc3ccccc3)o2)cc1	12	-12	-0.1	-2	-1	7	-15	0	2
Cc1ccccc1NC1=NC(C)(C)N=C(N)N1	-6	-9	-1.9	14	19	5	0	-4	2
FC(F)(F)c1nc2ccccc2nc1N/N=C/c1ccc(Cl)cc1	1	1	-1.2	-2[fluorescence artefact?]	12	17	-10	-9	0
Clc1ccc(CNc2nc(CN3CCOCC3)nc3scc(-c4ccccc4)c23)cc1	22*	-13	-0.3	1	48	0	-23	-43	2
COCCCn1c(Cc2csc(Nc3ccccc3)n2)nnc1SCC(N)=O	-6	-9	1.6	0[fluorescence artefact?]	-20&5	9&8	-16	-50	-3
CCOc1ccccc1C1CC(=O)Nc2cc(OC)c(OC)c(OC)c21 (stereo unspecified)	1	2	1.1	-1	7	9	-29	18	3
CCc1nnc(NC(=O)c2ccc(Cl)c(S(=O)(=O)N3CCc4ccccc43)c2)s1	0	1	1.1	-14	-23	19	7	11	2
Cc1ccc2nc(SCc3nnc(-c4ccccc4)o3)[nH]c2c1	2	-9	0.6	-5	-10	17	-8	8	5
CC(C)OC(=O)c1cc2c(=O)[nH]c(C(Cl)(Cl)Cl)nc2o1	-1	-2	-0.8	15	15	7	4	-2	1
O=C(COc1ccc(S(=O)(=O)N2CCCCC2)cc1)NC1CCCCC1	-5	-23	-0.6	-5[fluorescence artefact?]	-5	15	-15	-15	-5
CC(C)CN1C(=O)c2ccc(C(=O)Nc3ccccn3)cc2C1=O	0	2	-0.2	-6	-8	3	1	1	0
O=S(=O)(/C=C/c1ccccc1)N1CCN(c2nc(-c3ccccc3)nc3ccccc23)CC1	5	-20	0.9	2	29	8	-3	-12	1
Cc1ncsc1CCOC(=O)c1ccccc1	5	-3	1.3	0	0	0	16	-6	-5
COc1ccc(C(=O)C2CCCN(C(=O)c3ccoc3C)C2)cc1F (stereo unspecified)	·	-14	-0.1	4	-16	11	8	25	4
CCc1ccc(NC(=O)COn2nnc3ccc(S(=O)(=O)N(C)C)cc32)cc1	1	5	4.5	-11[fluorescence artefact?]	-15	8	0	-6	-4
O=S(=O)(Nc1nc2ccc(S(=O)(=O)N3CCCC3)cc2s1)c1ccc(F)cc1	-1	8	0.3	-13[fluorescence artefact?]	3	8	-10	28	-5
Nn1cnc2c(c1=O)C1(CCCCC1)Cc1ccccc1-2	4	-6	0.9	-3	73*	2	-15	-7	0
CCOC(=O)N1CCC(NC(=O)CCc2nc(-c3ccccc3F)no2)CC1	7	-5	0.5	1	-7	9	14	10	1
Cc1[nH]c2ccc(F)cc2c1CCN(Cc1ccco1)C(=S)NC(C)(C)C	1	-2	-0.2	-1	8	5	13	5	-1
O=c1[nH]c(Cc2ccc(Cl)cc2)nc2ccccc12	-2	-13	1.2	-2	17	1	-1	-10	0

The list goes on (two carried over from the part before).
mol	NPY-Y1 antag	S1P4 antagonist	S1P4 agonist	eIF4E 4G PPI	EP2 modulator	PGE2 EP2 inh	NPY-Y2 PAM-ag	NPY-Y1 PAM-ag	p97 inhibitor
Cc1[nH]c2ccc(F)cc2c1CCN(Cc1ccco1)C(=S)NC(C)(C)C	1	-2	-0.2	-1	8	5	13	5	-1
O=c1[nH]c(Cc2ccc(Cl)cc2)nc2ccccc12	-2	-13	1.2	-2	17	1	-1	-10	0
CC(C)(C)c1cnnn1-c1ccc(C=O)cc1	-3	24	-2.5	-4	-8	4	17	-16	4
Cc1ccc2c(c1)c(-c1ccccc1)nc1nnnn12	-1	1	-0.1	-1	-5	3	6	12	3
CN(C(=S)NC(=O)c1ccc(Br)o1)c1ccccc1	3	-5	-1.0	2	11	11	8	-7	-3
COc1ccc(C)cc1NC(=O)CCCN1C(=O)CCC1=O	-3	3	-1.0	-3	14	9	10	2	4
CCOC(=O)C1=C(O)C(=O)NC(c2ccccc2)=C(OC2CCCCC2)C1	1	-11	0.4	3	21	10	11	2	9
COc1ccccc1N1CCN(C(=O)c2c(-c3ccccc3)noc2C)CC1	-2	-12	3.4	-4	-26	7	1	16	-1
Cc1ccc(NC(=S)N2CCc3[nH]c4ccccc4c3C2)cc1	·	6	-0.1	1	-83	15	16	22	9
CCOC(=O)/C(=C/Nc1ccc(F)cc1)[N+](=O)[O-]	·	5	0.1	2	12	10	-4	11	6
O=C(NC(=S)Nc1ccccc1N1CCCC1)c1ccco1	·	-2	-0.7	-2	13	3	2	18	13
COc1ccc([N+](=O)[O-])cc1N(CC(O)CN(C)C)S(=O)(=O)c1ccccc1 (stereo unspecified)	2	-15	1.6	13	6	2	5	3	6
CCOC(=O)c1ccc(Nc2cnc3ccccc3n2)cc1	6	14	-0.7	-1	26	6	6	-5	-2
CCOC(=O)c1c(/N=C/C2=C(O)CCCC2=O)sc(C)c1C	6	-14	1.2	-6	4	5	0	-4	2
CCOC(=O)/C=C1\SCC(=O)N1CC(=O)NC(C)c1ccc(F)cc1 (stereo unspecified)	5	-9	-2.4	-1[fluorescence artefact?]	12	10	-7	-1	-2
COc1cccc(C(=O)NN2C(=O)C3C4C=CC(O4)C3C2=O)c1 (stereo unspecified)	0	2	-3.9	0	26	14	0	7	1
COc1ccccc1N1CCc2c(C)nc3c(OC)cccc3c21	3	-7	-2.8	-2	-34	10	-8	-5	-3
COc1cc(=O)n(C)c2cc(N(C)C)ccc12	4	-9	0.3	8	5	13	13	-4	2
Cc1ccc(NC(=O)CCNS(=O)(=O)c2cc(Br)cnc2N)c(Cl)c1	0	3	2.0	4	-21	7	-14	-12	2
O=C(Nc1nccs1)c1cc(-c2ccco2)nc2ccccc12	0	0	0.7	36*[fluorescence artefact?]	28	10	7	3	8
CCCOc1ccc(C2C(=O)N(C3CCCCCC3)CC(=O)N2Cc2ccco2)cc1OC (stereo unspecified)	5	-9	0.6	·	-8	7	-20	-7	-7
O=C(/C=C/c1ccco1)NCC1COc2ccccc2O1 (stereo unspecified)	·	-5	-0.2	6	-46	7	19	3	6
Cc1noc(C)c1COC(=O)CCN1c2ccccc2Sc2ccccc21	2	-8	-0.9	1	36	13	10	5	-1
Cn1c(=O)cc(SCC(=O)NCc2ccc(F)cc2)c2ccccc21	-4	-7	-0.6	2	2	3	-11	-10	-2
O=C(NC1CCCC1)c1ccc(CS(=O)(=O)c2cccc(C(F)(F)F)c2)o1	4	-10	-2.9	6	-10	5	20	-1	7
O=c1cc2c(nn1Cc1ccc(Cl)cc1Cl)-c1ccccc1CC2	8	9	-4.2	-1	29	13	-9	-45	-2
Cc1ccc(S(=O)(=O)/N=C(/Nc2ccc3[nH]c(=O)[nH]c3c2)c2ccccc2)cc1	1	-11	0.1	-1	23	3	-10	-1	4
OCC1(Cc2ccccc2)CCCN(C2CCCC2)C1 (stereo unspecified)	2	8	0.4	7	-8	5	-10	0	2
C=CCOc1nc(-c2ccccc2Cl)nc2ccccc12	·	10	1.2	-1	63*	6	-20	-6	0
O=C(CCSc1nnc(-c2ccc(O)cc2)o1)N1CCOCC1	-2	6	0.2	1	28	4	8	13	6
Brc1ccc(-c2nc3ncccn3c2Nc2ccc3c(c2)OCCO3)o1	9	-18	-2.4	-9	-16	7	7	-13	-1
COC(=O)c1cc2ccsc2n1Cc1cc(=O)n2ccccc2n1	-8	-7	0.0	-8	-1	17	-3	-7	5
CC(=O)Nc1ccc(C(=O)OCCC(C)C)cc1	2	-8	1.0	2	-11	10	10	1	-1

A portion of the library (hit frequency here may not be typical).
